From PubChem BioAssay
SDO1 yeast rescue: compounds rescuing growth of sdo1-depleted yeast, bone marrow failure model. S. cerevisiae sdo1-depleted JHY4D growth rescue, OD600 30 h; hits give high values; pdr5 snq2 efflux-pump mutant strain. z-score at 10 µM. actives 0.21% (n = 140,000);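 active means z-score above 3 at both the 24 hr and the 30 hr optical density reads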;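 further: z-score against mean and SD of all compound wells on the same plate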
INS promoter inh: TRM-6 insulin promoter activity inhibition. actives 0.9% (n = 130,000). AID 1273. TRM-6 cells (human fetal islet line), insulin promoter-eGFP reporter, imaging; reporter expression induced with tamoxifen. inhibition, % at 2 µM;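 active means inhibition above the mean plus 3 SD, with well images judged a real hit on visual review, cut at about 60% in these data, passing the limit was not always enough; inconclusive means inhibition over the cutoff but images rejected on review; inactive means inhibition not above the cutoff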
SDO1 yeast rescue Rescue 24 h: second read-out of SDO1 yeast rescue, no call of its own (marks repeat the call); z-score; S. cerevisiae sdo1-depleted JHY4D growth rescue, OD600; measured here: growth rescue at 24 h;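 0 is the plate mean of compound wells and units are plate SD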
* = called active by the depositor; ? = inconclusive; · = not tested or not shown; & = joins results of further samples. A portion of the library; count on the stated rates, not on these rows.

SDO1 yeast rescue	SDO1 yeast rescue Rescue 24 h	INS promoter inh	Molecule
1.2	-0.22	73*	Cc1nc(-c2ccc(NS(C)(=O)=O)cc2)cs1
-0.71	-0.71	0	O=C(CSc1nn(-c2ccc(Cl)cc2)c(=S)s1)N1CCN(C(=O)c2ccco2)CC1
-0.75	-1.2	·	COC(=O)COc1cccc(-n2cnnn2)c1
-0.12	-0.12	15	C=CCN1CCN(C(CC(C)C)c2nnnn2CCOC)CC1 (configuration not stated)
-0.15	-0.4	-33	Cc1ccc2c(CNCc3ccco3)cc(=O)oc2c1
·	·	-25	CCn1c(Cc2ccc(OC)cc2)nnc1SCc1nc2ccccc2c(=O)[nH]1
1.1	0.5	·	CC(C)(C)c1ccc(/C([O-])=C(/C(=S)NCc2ccco2)[n+]2ccccc2)cc1
-0.27	-0.78	·	Cc1nc(C)n(C(C)CC(=O)O)n1 (configuration not stated)
-1.2	-0.47	-18	CCCn1c(=O)c(C(=O)NCc2cccnc2)c(O)c2ccccc21
-0.2	-0.07	·	COc1ccc(C(=O)OCCN2CCOCC2)cc1OC
0	-0.29	-3	Cc1ccc(NC(=O)CN(C)C(=O)CSc2nc3ccccc3o2)cc1
·	·	21	COc1ccc(N2CC(C(=O)NCc3ccco3)CC2=O)cc1 (configuration not stated)
1.3	0.68	·	Cc1ccc2c(c1)N(CC(=O)N1CCCCCC1)C(=O)CO2
1.2	1.1	·	CCC(=O)Nn1c(C)nnc1C
0.69	-0.31	-35	O=C(O)c1cnn2c(C(F)(F)F)cc(-c3ccccc3)nc12
-0.21	-0.18	·	CCC(Sc1nncn1C)C(=O)Nc1nnc(-c2ccc(Cl)cc2)s1 (configuration not stated)
·	·	53	CCC(=O)Nc1nc(C)c(-c2csc(Nc3ccccn3)n2)s1
0.97&-0.8	0.87&-1.2	·	CCOC(=O)c1ccc(NC(=O)C(=O)NCC2CCCO2)cc1 (configuration not stated)
-0.55	-0.09	·	O=C(NNC(=O)c1cc(OCC(F)(F)F)ccc1OCC(F)(F)F)c1ccc(Cl)c(Cl)c1
0.08	0.59	·	Cc1ccc(C)c(NC(=O)CN(C)S(=O)(=O)c2ccc(F)cc2)c1
4*	3.5*	-19	CC(NC(=O)c1sc2ccccc2c1Cl)C1CCCO1 (configuration not stated)
·	·	?	Cc1ccnc(SCCn2c(N3CCC(C)CC3)nc3c2c(=O)n(C)c(=O)n3C)n1
1.4	0.35	30	COC(=O)CNC(=O)c1cccs1
0.6	0.94	3	CSCC[C@H](NC(=O)COc1ccc(Cl)cc1Cl)c1nc2ccccc2[nH]1
1.2	0.64	-36	CC1CCCCC12NC(=O)N(Cn1nnc3ccccc3c1=O)C2=O (configuration not stated)
·	·	58	Cc1cc(C)cc(Nc2nc3c([nH]2)c(=O)n(C)c(=O)n3C)c1
1.2	1.2	26	Cn1c(SCCC(=O)O)nnc1-c1ccncc1
0.61	1.3	·	CCCCCCOc1ccc(OCC(O)CN2C(=O)NC(C)(C)C2=O)cc1 (configuration not stated)
·	·	37	O=C(COC(=O)CCN1C(=O)/C(=C\C=C\c2ccccc2)SC1=S)Nc1ccc(Br)cc1
-0.12	-0.56	19	COc1ccc(C2C3=C(CC(C)(C)CC3=O)Nc3c2c(=O)[nH]c(=O)n3Cc2ccccc2)cc1OC (configuration not stated)
-0.33	-0.64	24	O=C(COC(=O)c1cc(S(=O)(=O)N2CCOCC2)c(Cl)cc1Cl)Nc1ncc(C(F)(F)F)cc1Cl
0.55	0.56	·	COc1ccccc1Nc1nc(N)nc(CN2CCOCC2)n1
0.96	0.82	·	NC(=O)c1cccc(S(=O)(=O)N2CC(c3ccccc3)CC2=O)c1 (configuration not stated)
0.37	-0.36	14	Cn1c(C(=O)O)c(CC(=O)N2CCC(Cc3ccccc3)CC2)c2ccccc21
-0.84	-0.93	-35	COc1ccc(C(=O)OCC(=O)Nc2ccc(F)c(F)c2)cc1OC
0.64	0.26	·	COc1cc(/C=N/NC(=O)CN(Cc2ccccc2)S(=O)(=O)c2ccc3c(c2)OCCO3)ccc1O
·	·	33	OC(COc1ccc2c(c1)OCO2)CN1CCN(c2ccccc2)CC1 (configuration not stated)
·	·	-9	COc1ccc(OC)c2[nH]c(=O)c(CCNC(=O)c3ccc4c(c3)OCO4)cc12
0.39	-0.3	27	c1ccc(CN2C3=NCCCN3c3ccccc32)cc1
-0.11	-0.46	36	COc1cccc(C2=NOC(C(=O)NCc3ccccc3)C2)c1 (configuration not stated)
0.83	0.73	26	Cc1ccc(C)c(-n2c(SCC(N)=O)nnc2-c2ccccn2)c1
0.58	0.03	9	COc1cccc(C2C3(C#N)C(N)=NC(OC)(OC)C23C#N)c1 (configuration not stated)
-0.42	-0.66	-4	Cc1ccc2[nH]c(C)c(CC(=O)O)c2c1
0.1	0.4	-18	COc1ccc(CCNC(=O)c2cc(C(=O)c3cc(Cl)ccc3O)cn(CCc3ccc(OC)cc3)c2=O)cc1
-0.07	-0.34	23	NC(=S)Nc1cnc2ccccc2c1
-0.41	-0.08	39	Cc1coc(C)c1C(=O)CC1(O)C(=O)N(CCc2ccccc2)c2ccccc21 (configuration not stated)
-0.27	0.13	29	CCNc1nc(NC(C)C)nc(NS(=O)(=O)c2ccc(Cl)cc2)n1
1	0.56	18	COc1ccc(CNC(=O)CSc2ncnc3nc[nH]c23)cc1
-1.1	-1.1	14	c1ccc2c(c1)nnn2Cc1nnc2sc(-c3ccc4c(c3)OCCO4)nn12
-1.1	-1.4	·	COc1cc(/C=N/NC(=O)COc2ccc(C)cc2)ccc1OC(=O)c1cccs1
-0.05	0.5	-28	CC(=O)c1c(C)[nH]c(C(=O)COc2cc(C)cc(C)c2)c1C
0.67	0.81	-26	CCc1ccc(OCC(=O)NC(C)(C)C)cc1
-0.46	0.49	12	CCOc1ccc(OCC)c(NC(=O)CN2CCN(c3cccc(C)c3)CC2)c1
-0.43	-0.21	22	COCCNC(=O)c1c(N)n(-c2ccccc2)c2nc3ccccc3nc12
-2.1	-1.6	-10	CCc1ccc(OCC(=O)Nc2ccc(S(=O)(=O)N3CCCC3)cc2)c(Br)c1
·	·	-33	COc1ccc(CNC(=O)COC(=O)c2ccccn2)cc1
-1.4	-0.88	17	COc1ccc(C(=O)Nc2ccc(NC(=O)c3cnccn3)cn2)cc1
0	0.38	12	Cc1ccc(-n2c(C)cc(C(=O)COc3c(CO)cc(F)cc3CO)c2C)cc1C
-0.22	-0.6	57	Oc1c(C(c2cccc(F)c2)N2CCN(Cc3ccccc3)CC2)sc2ncnn12 (configuration not stated)
1	0.81	26	CCCCNC(=O)CN1C(=O)NC2(CCCc3ccccc32)C1=O (configuration not stated)

Remaining list, next part
SDO1 yeast rescue	SDO1 yeast rescue Rescue 24 h	INS promoter inh	Molecule
0.38	-0.32	-12	Cn1c(Cn2nnc3ccccc32)nnc1SCC(=O)c1ccc(F)cc1
·	·	-7	COc1ccc(NC(=O)CNC(=O)Cn2c(C)cc3ccccc3c2=O)cc1OC
-0.14	0.2	6	Cc1ccccc1-c1noc(N)c1C#N
1.4	1.3	·	COC(=O)c1nc2ccc(C)cn2c1F
0.47	0.38	36	COc1cc(C2N(C)CCC3(OCCO3)C2(C)C)cc(OC)c1OC (configuration not stated)
-0.42	-0.61	55	N#Cc1nc(COc2ccc(Br)cc2)oc1NCCN1CCOCC1
-0.45	-0.72	0	COc1cccc(NC(=O)c2cc(OC)c(OC)c(OC)c2Br)c1
·	·	-55	Cc1noc(C)c1C(=O)N1CCN(c2cccc(Cl)c2)CC1
-2.1	-2.1	7	O=[N+]([O-])c1ccc2nc(-c3ccc(Cl)cc3)[nH]c2c1
1	1.6	-21	N#CCSc1nnc(C2CCCCC2)n1-c1ccccc1
0.54	-0.06	-79	Cn1c(C(=O)N2CCc3ccccc3C2)cc2c(=O)n3ccccc3nc21
-0.18	-0.2	-18	S=C(Nc1ccc(Cl)cc1)NC1CC2CCCC(C1)N2C1CC1 (configuration not stated)
-2	-1.1	·	Cc1ccc(C(c2nnnn2Cc2cccs2)N2CCN(Cc3ccc4c(c3)OCO4)CC2)cc1 (configuration not stated)
-1.1	-1.3	0	CCCc1nnc(SCC(=O)N2CCOCC2)n1CCCOC
0.42	-0.04	·	COc1ccc(NC(=O)/C=C/c2ccccc2)cn1
-0.79	-0.58	7	COc1ccc(OC2C(=O)N(CCc3ccc(OC)c(OC)c3)C2c2ccc3c(c2)OCO3)cc1 (configuration not stated)
0.47	0.34	14	COc1cccc2[nH]c3c(N4CCC(C(N)=O)CC4)ncnc3c12
-0.13	2	-29	O=C(/C=C/c1cccnc1)c1ccc(NC(=O)c2cccc(Br)c2)cc1
-0.58	-0.19	-14	COC(=O)C1=C(C)N(C(C)C)C(=O)C1(NC(C)=O)C(F)(F)F (configuration not stated)
-0.08	0.57	32	Cc1cccc(C(=O)NCCC(=O)Nc2nc(C)c(Cc3ccc4c(c3)OCO4)s2)c1

Reformatted bar-delimited: part of the list above
Molecule | SDO1 yeast rescue | SDO1 yeast rescue Rescue 24 h | INS promoter inh
Cc1nc(-c2ccc(NS(C)(=O)=O)cc2)cs1 | 1.2 | -0.22 | 73*
O=C(CSc1nn(-c2ccc(Cl)cc2)c(=S)s1)N1CCN(C(=O)c2ccco2)CC1 | -0.71 | -0.71 | 0
COC(=O)COc1cccc(-n2cnnn2)c1 | -0.75 | -1.2 | ·
C=CCN1CCN(C(CC(C)C)c2nnnn2CCOC)CC1 (configuration not stated) | -0.12 | -0.12 | 15
Cc1ccc2c(CNCc3ccco3)cc(=O)oc2c1 | -0.15 | -0.4 | -33
CCn1c(Cc2ccc(OC)cc2)nnc1SCc1nc2ccccc2c(=O)[nH]1 | · | · | -25
CC(C)(C)c1ccc(/C([O-])=C(/C(=S)NCc2ccco2)[n+]2ccccc2)cc1 | 1.1 | 0.5 | ·
Cc1nc(C)n(C(C)CC(=O)O)n1 (configuration not stated) | -0.27 | -0.78 | ·
CCCn1c(=O)c(C(=O)NCc2cccnc2)c(O)c2ccccc21 | -1.2 | -0.47 | -18
COc1ccc(C(=O)OCCN2CCOCC2)cc1OC | -0.2 | -0.07 | ·
Cc1ccc(NC(=O)CN(C)C(=O)CSc2nc3ccccc3o2)cc1 | 0 | -0.29 | -3
COc1ccc(N2CC(C(=O)NCc3ccco3)CC2=O)cc1 (configuration not stated) | · | · | 21
Cc1ccc2c(c1)N(CC(=O)N1CCCCCC1)C(=O)CO2 | 1.3 | 0.68 | ·
CCC(=O)Nn1c(C)nnc1C | 1.2 | 1.1 | ·
O=C(O)c1cnn2c(C(F)(F)F)cc(-c3ccccc3)nc12 | 0.69 | -0.31 | -35

(continued)
SDO1 yeast rescue	SDO1 yeast rescue Rescue 24 h	INS promoter inh	Molecule
-1.1	-1.4	-81	Cc1ccc(N(C(=O)Cc2cccs2)C(C(=O)NC2CCCCC2)c2ccccn2)cc1C (configuration not stated)
1.2	0.65	6	Oc1ccc(N2CCN(C(c3ccncc3)c3nnnn3C3CCCC3)CC2)cc1 (configuration not stated)
-0.58	0.11	48	CCS(=O)(=O)c1ccc(-c2csc(-c3ccc(Cl)cc3)n2)c(Cl)c1Cl
0.36	-0.12	32	Cc1cc(CNC(=O)Nc2ccc3c(c2)OCO3)nn1C
-0.9	-0.61	33	O/N=C\c1ccc(-c2ccccc2)o1
-0.5	-0.44	34	Cc1ccc(C(=O)OC(C(=O)Nc2ccc(Cl)cc2C(F)(F)F)c2ccccc2)cc1 (configuration not stated)
0.07	0.48	-9	CCN(Cc1cc2ccccc2[nH]c1=O)S(=O)(=O)c1ccccc1
0.89	0.18	·	O=C(Nc1ccccc1)c1cccnc1N1CCOCC1
-0.91	0.53	26	CC1CCN(CCOCCOc2ccc(Cl)cc2Br)CC1
-0.88	0.28	·	C=CCn1c(SCCN2C(=O)c3ccccc3C2=O)nc2scc(-c3ccccc3)c2c1=O
0.89	0.28	34	CS(=O)(=O)N1N=C(c2ccccc2)CC1c1ccc2nccnc2c1 (configuration not stated)
0.85	-0.58	23	O=C(O)C1C2C=CC(C2)C1C(=O)NCCCc1ccccc1 (configuration not stated)
-0.34	-0.42	58	Cc1ccc(NC(=S)NCC23C=CC(O2)C2C(=O)N(c4ccc(C)cc4)C(=O)C23)cc1 (configuration not stated)
-2	-0.86	-92	CCC(CC)C(=O)N1CCN(c2cccc(C)c2C)CC1
·	·	-21	COc1ccc(CN=C(Nc2ccccc2)SC2CC(=O)NC2=O)cc1 (configuration not stated)
-2.1	-1.6	13	O=C(CSc1nnc(-c2ccc(Cl)cc2)n1Cc1ccco1)Nc1ccc2c(c1)OCCO2
·	·	6	Cc1cc(O)ccc1N=Cc1c(C(F)(F)F)[nH][nH]c1=O
1.5	1.5	31	CCOc1ccc(C2C(C#N)=C(N)Oc3cc(C)n(CCN(C)C)c(=O)c32)cc1OCC (configuration not stated)
-1.5	-1.5	·	CC(C)OC(=O)C(C#N)c1nc2ccccc2nc1N1CCCC1 (configuration not stated)
0.39	0.19	-13	CC(Sc1nc2ccccc2c(=O)[nH]1)C(=O)O (configuration not stated)
-0.13	-0.18	-136	CN(NC(=O)C(C)(C)C)c1nc(-c2ccccc2)nnc1C(F)(F)F
-0.05	0.31	·	CC1CCN(S(=O)(=O)c2cc(Br)cc(C(=O)NC3=NCCS3)c2)CC1
-0.83	1.2	3	CCOC(=O)c1c(C)sc2c1N(C(=O)CCl)c1cc(Cl)ccc1S2
